# Assay outcomes from PubChem.
# Apoferritin bind – candidate novel general anesthetic via apoferritin binding; AID 485281; Potency, µM (titrated, usually from 77.5 µM), inactives show at the top dose activity change, negative = displacement, hits mostly inhibitors; apoferritin/1-aminoanthracene competitive binding, fluorescence; 350,000 tested, 0.074% active; P02791; note: potency is the fitted concentration of half-maximal effect; % is set by controls: 0 for no effect and ±100 for the full control effect; nearly all actives have a fitted effect of over 20% in size
#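 10 uM apoferritin + 50% sat. 1-AMA, PBS; cpd 10 min RT; Ex380/Em535 endpoint; normalized to free probe vs complex; 4-param Hill fit; propofol titration as pos. ctrl.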
# APE1 inh – blocks human APE1 abasic DNA cleavage. recombinant APE1, TAMRA/BHQ-2 abasic DNA cleavage fluorescence. Potency, µM (titrated, usually from 65.8 µM), inactives show at the top dose activity change, negative = inhibition, most hits filed as inhibitors. 350,000 tested, 0.35% active. AID 2517;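 note: potency is the fitted concentration of half-maximal effect; plate controls were vehicle for no effect and reference inhibitor for full effect; nearly all actives have a fitted effect of over 55% in size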
#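 Step 1: APE1 (0.75 nM) with compound, 15 min RT. Step 2: add 50 nM fluorophore/quencher THF duplex. Step 3: three fluorescence reads 60 s apart (525/598 nm); read 3 minus read 1 = reaction progress.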
# RXFP1 antagonist – blocks the human relaxin receptor RXFP1. HEK293-RXFP1, relaxin-stimulated cAMP HTRF, 30 min; active compounds read low. activity change, negative = inhibition, % at 57.5 µM. 350,000 tested, 0.59% active;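 active = activity change of -60% or lower, but not beyond a set lower limit; inconclusive = change between -60% and -40%, or beyond the set limit; inactive = change above -40%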; note: % is set by controls: 0 for no effect and ±100 for the full control effect
# POLK inh – blocks human DNA polymerase kappa activity | Q9UBT6 | purified Pol kappa, fluorescent DNA synthesis assay, 10 min | Potency, µM (series often up to 107 µM), for the others: at the highest dose activity, negative = inhibition, usual class: inhibitors | 400,000 tested, 0.53% active; note: potency is the fitted concentration of half-maximal effect; % is set by controls: 0 for no effect and ±100 for the full control effect
#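 Enzyme at 10 nM met test compounds for 15 min at room temperature. Substrate addition (50 nM final) began the reaction, which was monitored by fluorescence at 0 and 10 min.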
# Pol iota inh – blocks human DNA polymerase iota activity. Q9UNA4. Pol iota fluorescent replication assay, 10 min. Potency, µM (highest dose often 115 µM), for inactives: top-dose activity, negative = inhibition, actives largely listed as inhibitors. 390,000 tested, 1% active. AID 588590; note: potency is the fitted concentration of half-maximal effect
#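 Fluorescent replication assay read twice, at 0 min and 10 min after adding 50 nM (final) substrate. Enzyme (10 nM) and compounds were first incubated 15 min at room temperature; enzyme-free buffer wells were negative controls.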
# Tb PGK inh – blocks T. brucei phosphoglycerate kinase; P07378; PGK/GAPDH coupled, Kinase-Glo luminescence, 60 min; Potency, µM (highest dose often 57.5 µM), inactives show at the top dose activity change, negative = inhibition, actives largely listed as inhibitors; 380,000 tested, 0.043% active; AID 602233; note: potency is the fitted concentration of half-maximal effect; % is set by controls: 0 for no effect and ±100 for the full control effect; nearly all actives have a fitted effect of over 60% in size
#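 Recombinant glycosomal PGK reaction used 1,3-bisphosphoglycerate generated in-well by GAPDH (100nM final) in 100mM TEA pH 7.6, 5mM MgCl2, 0.01% Tween-20. After 60 minutes at room temperature, ATP was read by Kinase-Glo Plus luminescence end-point.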
# POLB inh – inhibitors of human DNA polymerase beta; P06746; Pol beta primer extension/strand displacement, fluorescence kinetic; Potency, µM (doses to about 114 µM), for inactives: top-dose activity change, negative = inhibition, most hits filed as inhibitors; 340,000 tested, 1.3% active; note: potency is the fitted concentration of half-maximal effect; % is set by controls: 0 for no effect and ±100 for the full control effect
#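 Values derive from four-parameter Hill fits of normalized kinetic data: reads at 0 and 10 min following addition of 50 nM substrate to 10 nM Pol beta preincubated 15 min with compound.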
# BLM helicase inh – Bloom syndrome helicase (human) inhibition; P54132; recombinant BLM DNA unwinding, fluorescence dequenching; Potency, µM (titrated, usually from 56.1 µM), without a hit: at the top dose activity change, negative = inhibition, hits mostly inhibitors; 350,000 tested, 0.2% active;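 note: potency is the fitted concentration of half-maximal effect; plate controls were vehicle for no effect and no enzyme for full effect; nearly all actives have a fitted effect of over 35% in size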
# Target sequence (P54132 whole entry, looked up): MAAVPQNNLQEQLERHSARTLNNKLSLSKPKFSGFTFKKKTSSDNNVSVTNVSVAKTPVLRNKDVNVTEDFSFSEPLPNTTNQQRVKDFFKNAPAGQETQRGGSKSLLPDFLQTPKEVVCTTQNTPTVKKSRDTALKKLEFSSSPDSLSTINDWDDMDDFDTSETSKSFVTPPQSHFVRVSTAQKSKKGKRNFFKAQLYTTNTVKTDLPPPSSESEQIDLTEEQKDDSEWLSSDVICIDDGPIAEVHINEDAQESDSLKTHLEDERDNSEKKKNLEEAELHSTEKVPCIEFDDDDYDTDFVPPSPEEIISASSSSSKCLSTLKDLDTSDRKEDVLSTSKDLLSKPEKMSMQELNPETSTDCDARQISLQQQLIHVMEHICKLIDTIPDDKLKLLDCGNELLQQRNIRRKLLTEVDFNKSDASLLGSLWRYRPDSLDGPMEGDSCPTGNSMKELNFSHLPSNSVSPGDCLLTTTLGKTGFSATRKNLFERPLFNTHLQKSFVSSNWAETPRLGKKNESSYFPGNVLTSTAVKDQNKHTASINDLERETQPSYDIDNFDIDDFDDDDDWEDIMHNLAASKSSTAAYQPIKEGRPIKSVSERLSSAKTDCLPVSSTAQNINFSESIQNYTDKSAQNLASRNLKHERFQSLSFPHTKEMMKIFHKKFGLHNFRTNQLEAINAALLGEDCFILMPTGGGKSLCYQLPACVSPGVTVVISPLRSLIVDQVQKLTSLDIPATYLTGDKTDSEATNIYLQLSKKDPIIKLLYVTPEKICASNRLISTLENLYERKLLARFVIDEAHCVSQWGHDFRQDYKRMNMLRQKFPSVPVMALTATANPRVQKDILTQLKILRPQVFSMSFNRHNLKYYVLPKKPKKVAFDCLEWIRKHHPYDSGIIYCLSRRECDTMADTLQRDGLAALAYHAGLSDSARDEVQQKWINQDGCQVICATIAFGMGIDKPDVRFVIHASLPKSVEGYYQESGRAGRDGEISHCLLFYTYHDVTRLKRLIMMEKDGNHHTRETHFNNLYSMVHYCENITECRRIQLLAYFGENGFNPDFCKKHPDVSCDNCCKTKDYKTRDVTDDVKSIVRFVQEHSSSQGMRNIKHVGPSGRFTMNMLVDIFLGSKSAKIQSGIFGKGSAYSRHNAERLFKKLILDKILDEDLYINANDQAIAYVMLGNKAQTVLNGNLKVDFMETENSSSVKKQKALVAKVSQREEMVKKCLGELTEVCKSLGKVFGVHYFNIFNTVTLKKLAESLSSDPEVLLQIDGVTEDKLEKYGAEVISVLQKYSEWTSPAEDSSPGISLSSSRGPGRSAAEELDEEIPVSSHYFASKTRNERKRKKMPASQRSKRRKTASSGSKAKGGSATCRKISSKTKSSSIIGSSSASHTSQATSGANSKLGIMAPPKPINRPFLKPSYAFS
# POLH inh – blocks human DNA polymerase eta activity; Q9Y253; recombinant Pol eta, fluorescent DNA replication assay; Potency, µM (highest dose often 114 µM), for inactives: at the highest dose activity change, negative = inhibition, hits mostly inhibitors; 390,000 tested, 1.2% active; AID 588591; note: potency is the fitted concentration of half-maximal effect; % is set by controls: 0 for no effect and ±100 for the full control effect
#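 Pol eta at 10 nM preincubated with compounds 15 min at room temperature; reaction started with fluorescent substrate (50 nM final) and read kinetically at 0 and 10 min.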
# * hit, by the source's call; i = inactive; ? = inconclusive; nt = not tested or not shown; & = joins results of further samples; [ ] = remark or other dose. Unless noted, calls come from the whole dose curve; as a rule, active = well fitted curve in the direction sought with a large enough effect; inconclusive = small, poorly fitted or top-dose-only effect, or another doubt; inactive = no such curve, though single readings can be large; an effect the other way counts as inactive or inconclusive. Only part of the results is shown; the hit share may differ from the screen's.
SMILES,Apoferritin bind,APE1 inh,RXFP1 antagonist,POLK inh,Pol iota inh,Tb PGK inh,POLB inh,BLM helicase inh,POLH inh
Cc1cccc(N2CCN(c3ccc4cc(S(=O)(=O)N5CCCCC5)ccc4n3)CC2C)c1 (stereo not given),-5%,18%,-1,0%,17%,-2%,22%,-3%,-21%
CCN(CC)C(=O)CSC(Nc1cccc(F)c1)=C(C#N)C#N,-11%,-3%,?,-24%,68%[activator],0%,-23%,-4%,-11%
CCOc1ccc(/C=N/OC(C)C(=O)NCc2ccc3c(c2)OCO3)cc1 (stereo not given),-14%,-7%,-7,-8%,7%,nt,?,0%,-12%
O=C(Nc1ncccc1O)c1ccc(Oc2ccccc2)cc1,-2%,-5%,-30,-8%,153%[activator],-3%,6%,-7%,-18%
COc1cccc(NC(=O)C(C)N2C(=O)c3ccccc3C2=O)c1 (stereo not given),-2%,22%,-1,1%,137%[activator],i,5%,-6%,-2%
N#Cc1cc(-c2cccc(Cl)c2)c[nH]c1=O,-8%,-7%,14,-16%,-2%,-4%,10%,-1%,-9%
COc1ccc(C(=O)C(OC(=O)c2ccccc2Cl)c2ccccc2)cc1 (stereo not given),-7%,-4%,0,-10%,-4%,i,?,-6%,-4%
CCOc1cc(CNCCCN2CCOCC2)cc(Br)c1OCc1ccccc1Cl,-20%,3%,-92*,-14%,-1%,-6%,0%,3%,-9%
CNc1ccc(/C=C/C(=O)c2ccc(C)cc2)cc1[N+](=O)[O-],-21%,-11%,-16,-12%,195%[activator],-7%,11%,-7%,-13%
Cc1cc(C)c(OCC(=O)N(C)CC(=O)Nc2ccc(N3CCOCC3)cc2)c(C)c1,-11%,20%,-16,1%,-18%,-6%,?,-4%,-18%
[O-]/C(=C(\C(=S)NCc1ccco1)[n+]1ccccc1)c1ccccc1Br,?,-1%,-8,?,?,-4%,-29%,-15%,?
O=C(NCCc1c[nH]c2ccccc12)C(=O)NCC(c1ccco1)N1CCN(c2ccccc2F)CC1 (stereo not given),1%,0%,-7,-9%,-13%,-6%,-8%,-1%,-13%
Cc1cccc(N2CCN(C(=O)CNC(=O)C3CCCCC3)CC2)c1C,nt,-7%,-11,-11%,12%,-1%,nt,nt,1%
Cc1ccc(S(=O)(=O)Nc2cccnc2)cc1C,-7%,-5%,-6,-8%,173%[activator],-4%,16%,-1%,-22%
CCC(C)(C)n1nnnc1C(c1ccc(OC)c(OC)c1)N1CCN(c2ccc(F)cc2)CC1 (stereo not given),-9%,0%,-10,-21%,-12%,-7%,-5%,-8%,?
COc1ccc(Cc2[nH]n3c(=O)cc(C)nc3c2-c2ccccc2)cc1,-5%,2%,0,-1%,36%[activator],-9%,31%,-2%,-21%
Cc1ccc(C)c(/C=N/NC(=S)NC(C)C)c1,-4%,0%,-12,-11%,8%,6%,8%,-2%,-13%
COc1ccc(OC)c(-c2c[n+](=O)c3c(n2[O-])CCCC3)c1,-7%,-4%,-3,-6%,27%,7%,22%,-1%,7%
COC(=O)CCC(=O)NNC(=O)c1cccc(Br)c1,4%,?,-9,-2%,1%,-1%,9%,1%,-11%
O=C(CSc1nc2c(sc3ccccc32)c(=O)n1CCO)NCc1ccco1,-5%,-2%,-10,?,?,-4%,45µM*,-12%,?
Cc1ccc2ncccc2c1NC(=S)NC(=O)c1ccccc1,?,-3%,-7,-14%,75%[activator],-16%,-21%,-2%,-13%
Cc1ccc(Cl)cc1N1CCN(CCCNC(=O)c2nnc(Cc3cccc(Cl)c3)o2)CC1,-1%,nt,-15,-2%,10%,i,6%,-10%,-18%
COc1ccc(OC)c(NC(=O)CSc2nnc(C3CCCCC3)n2N)c1,nt,-4%,?,4%,-16%,-10%,nt,nt,1%
CCCNC(=O)c1ccccc1NC(=O)COc1cccc2c1OC(C)(C)C2,nt,4%,-2,-20%,9%,i,nt,nt,-15%
O=C(NCCc1c[nH]c2ccccc12)C1CCN(Cc2ccc(Br)cc2)CC1,-23%,20%,2,3%,11%,-1%,9%,-5%,-20%

# Continuation.
SMILES,Apoferritin bind,APE1 inh,RXFP1 antagonist,POLK inh,Pol iota inh,Tb PGK inh,POLB inh,BLM helicase inh,POLH inh
CC(c1ccccc1)n1c(Br)nc2c1c(=O)[nH]c(=O)n2C (stereo not given),-1%,-8%,3,2%,116%[activator],-8%,1%,-2%,-15%
COC(=O)C1(CCSC)NC(c2ccccc2OC)C2C(=O)N(C)C(=O)C21 (stereo not given),-12%,5%,-4,-2%,5%,5%,-11%,0%,-9%
COc1cccc(C(=O)NNC(=O)C2CC(C)=C(C)CC2C(=O)O)c1 (stereo not given),-7%,0%,7,-16%,12%,-5%,-13%,2%,-13%
CCOc1cccc2sc(N(CCCN(C)C)C(=O)c3ccc(S(=O)(=O)N(C)c4ccccc4)cc3)nc12,-20%,2%,-27,-2%,3%,-8%,20%,-14%,-10%
CC1CCCC12NC(=O)NC2=O (stereo not given),nt,nt,4,-10%,17%,-2%,nt,nt,-1%
C/C(=N\NC(=O)CNC(=O)C1COc2ccccc2O1)c1ccc(Cl)cc1 (stereo not given),-3%,-1%,-12,1%,145%[activator],-3%,-6%,-3%,-11%
COc1ccc(-n2cnnc2SCC(=O)Nc2cccnc2Cl)cc1,-3%,13%,-21,-5%,43%[activator],i,-2%,-8%,-10%
CCOC(=O)CNC(=O)c1ccc2c(c1)OCCO2,-11%,10%,0,-17%,2%,-8%,4%,-1%,-4%
COc1ccc(OC)c(S(=O)(=O)N2Cc3ccccc3CC2C(=O)Nc2ccc(C)cc2C)c1 (stereo not given),40%[activator],nt,-5,3%,2%,nt,3%,-13%,nt
CN(CCC#N)C(=O)COC(=O)c1ccc(Cl)c(S(=O)(=O)N(C)c2ccccc2)c1,-14%,-1%,-7,-7%,105%[activator],5%,-18%,-1%,-17%
CCCOC(=O)CCn1c(=S)oc2ccccc21,?,26%,-4,-3%,12%,3%,6%,-2%,-2%
CS(=O)(=O)N1CCCC(C(=O)Nc2ccc(F)c(F)c2)C1 (stereo not given),nt,36%,-11,6%,-23%,i,nt,nt,-14%
CN1CCN(c2nc(-c3ccc(Cl)c(Cl)c3)nc3ccccc23)CC1,-5%,-19%,nt,nt,nt,nt,21%,-2%,nt
Cc1ccc(-c2n[nH]c(=S)n2/N=C/c2sccc2C)cc1,-14%,4%,-22,-4%,41%[activator],i,0%,-5%,-17%
Cc1cccc(C(=O)Nc2ccccc2NC(=O)c2cccc(C)c2)c1,-1%,-18%,21,-16%,5%,8%,2%,-9%,-2%
CCCCCCCCCS(=O)(=O)N/N=C/c1cccc([N+](=O)[O-])c1,7.1µM*,-2%,-15,-19%,-22%[58.9 µM],4%,9%,2%,-17%
O=C(CN1CCCC1=O)NC1CCCc2c1cnn2-c1cc(F)cc(F)c1 (stereo not given),-8%,32%,10,-6%,7%,-4%,17%,-1%,-2%
COc1cc(Br)cc2cc(C(=O)OC3CCN(C)CC3)c(=O)oc12,nt,nt,-1,-6%,-8%,-7%,nt,nt,-6%
CN1CCC(N(C)S(=O)(=O)c2ccc(NC(=O)c3cccc(C#N)c3)cc2)CC1,nt,4%,-5,3%,9%,-1%,nt,nt,5%
Cc1cccc(-n2ncc3c(N4CC(C)CC(C)C4)ncnc32)c1 (stereo not given),-9%,12%,nt,13%,2%,-3%,25%,-9%,-19%
O=S1(=O)CCOC[C@H](c2ccccc2)N1Cc1cccc(F)c1,-7%,15%,nt,-3%&-3%,25%&27%,8%,7%,-1%,-18%
COCCNC(=O)CCCn1c(SCc2ccccc2C)nc2c(sc3ccccc32)c1=O,16%,nt,-3,-3%,22%,10%,?,0%,-3%
Cc1c2c(n3c(nc4ccccc43)c1C#N)N(CCN1CCOCC1)CC2,56%[activator],-1%,-4,2%,89%[activator],i,-2%,-2%,-18%
Cc1nc2c(-c3ccc(Cl)cc3)c(C)[nH]n2c(=O)c1Cc1ccccc1,-3%,?,?,-13%,18%,-2%,-2%,-12%,-7%
O=C(CSc1nnc(SCc2ccc(Cl)cc2)s1)N/N=C/c1c[nH]c2ccccc12,-6%,0%,-1,?,10µM*,?,8.9µM*,?,3.2µM*

# (cont.)
SMILES,Apoferritin bind,APE1 inh,RXFP1 antagonist,POLK inh,Pol iota inh,Tb PGK inh,POLB inh,BLM helicase inh,POLH inh
CNC(=S)N1N=C(c2ccc(C)cc2)CC1c1ccc(OC)cc1 (stereo not given),3%,-3%,-14,-2%,-2%,-2%,20%,-11%,-9%
O=C(CSc1nnc2ccc(-c3ccc(Br)cc3)nn12)NCC1CCCO1 (stereo not given),nt,31%,7,-2%,16%,i,nt,nt,-16%
CCO[C@@H]1OC(C(N)=O)=C[C@H](c2coc3ccccc3c2=O)[C@H]1CCCO,-2%,4%,nt,21%,18%,i,-2%,0%,-8%
CCc1ccc(C(=O)COc2ccc(NC(C)=O)cc2)cc1,-22%,3%,11,-2%,3%,-5%,2%,-4%,-10%
CC(=O)Nc1ccc(C(=O)CSc2nnc(-c3ccc(O)cc3)n2CC2CCCO2)cc1 (stereo not given),-11%,2%,-22,-4%,-3%,6%[11.5 µM],0%,3%,8%
O=C(N/N=C/c1ccc([N+](=O)[O-])o1)c1cc2c(ccc3ccccc32)o1,-12%,18%,4,-25%,?,?,3.2µM*,7.9µM*,32µM*
CCn1c(=O)c2cc(C(=O)N(C)c3cc(C)ccc3C)sc2c2ccccc21,43%[activator],nt,nt,-12%,?,1%,-19%,-7%,-9%
Cc1cc(C)cc(NC(=S)NCC2CCCO2)c1 (stereo not given),-12%,1%,4,-6%,5%,-4%,28%,-1%,2%

# 3 compounds already listed, sorted by the value under POLH inh, falling.
smiles	POLH inh
COCCNC(=O)CCCn1c(SCc2ccccc2C)nc2c(sc3ccccc32)c1=O	-3%
COC(=O)CCC(=O)NNC(=O)c1cccc(Br)c1	-11%
O=S1(=O)CCOC[C@H](c2ccccc2)N1Cc1cccc(F)c1	-18%
